# Source: PubChem BioAssay
# SR-BI HDL uptake: inhibitors of SR-BI mediated HDL lipid uptake, primary screen, ldlA[mSR-BI] cells, fluorescence, single point | Scavenger receptor class B member 1 (Mus musculus), Q61009 | ldlA[mSR-BI] CHO cells, DiI-HDL uptake fluorescence, 3 h | inhibition, % at 12.5 µM | actives 0.96% (n = 320,000);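 active = mean replicate inhibition of at least 70% and a set share of replicates each scoring 70 or more; inconclusive = meets just one of the two criteria; inactive = fails both criteria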;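 also: 0% = median of neutral control wells and 100% = median of positive control wells; values of inactives mirror those of a sister screen read the other way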
# Target sequence (Q61009 whole entry, looked up): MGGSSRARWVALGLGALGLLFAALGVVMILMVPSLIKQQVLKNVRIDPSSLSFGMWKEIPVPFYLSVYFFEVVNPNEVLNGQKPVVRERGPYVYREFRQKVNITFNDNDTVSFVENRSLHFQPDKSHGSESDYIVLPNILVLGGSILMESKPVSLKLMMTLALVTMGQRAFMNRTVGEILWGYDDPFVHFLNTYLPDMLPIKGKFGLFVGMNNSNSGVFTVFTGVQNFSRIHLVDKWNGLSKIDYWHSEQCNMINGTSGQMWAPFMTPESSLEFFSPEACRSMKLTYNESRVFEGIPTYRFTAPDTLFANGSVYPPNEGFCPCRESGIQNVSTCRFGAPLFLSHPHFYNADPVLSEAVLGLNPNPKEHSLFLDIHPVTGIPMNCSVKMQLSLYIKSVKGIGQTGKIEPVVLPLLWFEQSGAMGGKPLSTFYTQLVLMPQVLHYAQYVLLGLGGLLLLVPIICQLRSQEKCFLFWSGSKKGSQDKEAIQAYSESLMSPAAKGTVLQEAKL
# MITF act: activators of MITF-driven TRPM1 promoter reporter, primary screen, cell-based, SK-MEL-5, luciferase, single point | SK-MEL-5 TRPM1-promoter luciferase, 24 h; % of positive control, neutral wells = 0 | activation, % at 12.5 µM | actives 0.75% (n = 300,000);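 active = mean activation of at least 80% with every replicate also reaching 80%; inconclusive = mean reaches 80% but some replicate falls short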;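 also: 0% = neutral control wells and 100% = parthenolide positive control wells; values of inactives mirror those of a sister screen read the other way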
# SR-BI DiI-HDL act: activators of SR-BI mediated DiI-HDL uptake, primary screen, ldlA[mSR-BI] CHO cells, DiI fluorescence. 3 h; 100 = double the neutral-control signal. activation, % at 12.5 µM. actives 0.096% (n = 320,000);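 active = mean replicate activation of at least 60% and every replicate at or above 60%; inconclusive = mean or all-replicate condition met, but not both; inactive = mean below 60% and not all replicates reaching 60%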;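 also: 0% = median plate neutral-control signal and 100% = twice that signal; values of inactives mirror those of a sister screen read the other way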
#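 Material: SR-BI-overexpressing, LDLR-lacking CHO cells | Dosing: Single compound concentration, delivered by pin transfer | Probe or stimulus: Labelled HDL, 10 µg/mL | Signal: Bottom-read cell fluorescence after medium removal, ex 550/em 595 nm | Schedule: 3 h, 37 °C | Evaluation: HDL uptake via cellular fluorescence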
# CAL PDZ FP-1: untagged CAL PDZ binding inhibitors, primary screen, biochemical, fluorescence polarization, HTS; actives 0.92% (n = 300,000); AID 602252, 2012; purified CAL PDZ, TMR-peptide fluorescence polarization, 1 h; Golgi-associated PDZ and coiled-coil motif-containing protein (Homo sapiens), Q9HD26; inhibition, % at 24.9 µM;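 active = mean inhibition of at least 30% with at least half of replicates also reaching 30%; inconclusive = no clear call, values can overlap the other calls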;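 also: 0% = DMSO neutral control and 100% = excess unlabeled competitor peptide PRC23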
# phage Ecoli inh: growth loss of phage-infected E. coli, primary screen, RecBCD inhibitor project, absorbance, with phage, HTS; inhibition, % at 11.9 µM; actives 0.26% (n = 360,000); AID 651602, 2012; in the data active = inhibition above about 11%
# Wnt act: Wnt/beta-catenin pathway activators, primary screen, cell-based, plate reader, single point; activation, % at 9.35 µM; actives 1.2% (n = 300,000); Wnt/beta-catenin reporter cell assay, activator; in the data active = activation above about 30%, passing the limit was not always enough; inconclusive = no clear call, values can overlap the other calls;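 also: 0% = neutral control wells and 100% = positive control wells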
# Tat export inh: E. coli Tat export inhibitors, primary screen, MC4100, TorA-mCherry reporter, fluorescence, single point. actives 0.036% (n = 340,000). inhibition, % at 10 µM;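 active = mean replicate inhibition at least 50% and at least half of replicates individually reaching 50%; inconclusive = only one of the two criteria met; inactive = neither criterion met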;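 also: exported cargo escapes ClpAP degradation while cytoplasmic cargo is degraded and loses fluorescence; 0% = median of neutral control wells and 100% = median of NaSCN control wells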
# CAL PDZ FP-2: CAL PDZ peptide-binding inhibitors, primary screen, biochemical, fluorescence polarization, Cer-tagged CAL PDZ, HTS | AID 504414, 2011 | actives 0.02% (n = 330,000) | inhibition, % at 20 µM | purified CAL PDZ, TMR-peptide fluorescence polarization, 1 h | Golgi-associated PDZ and coiled-coil motif-containing protein (Homo sapiens), Q9HD26;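 active = highest replicate inhibition of at least 40%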;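 also: plate controls were DMSO neutral control wells for no effect and unlabeled competitor peptide control wells for full effect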
#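 Read-out basis: mP drop reported as inhibition | Assay system: Tagged CAL PDZ protein CerCALP, purified | Benchmarks: Unlabelled peptide for full inhibition, DMSO wells as neutral | Schedule: 1 h incubation at room temperature before polarization reading | Buffer or medium: Sodium phosphate/NaCl buffer pH 7.4 with TCEP, IgG, Thesit | Doses: Single point, 20 µM | Measured by: Fluorescence polarization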
# AddAB inh: growth inhibition of E. coli expressing H. pylori AddAB, primary screen, AddAB inhibitor project, absorbance; inhibition, % at 11.9 µM; actives 0.29% (n = 330,000); in the data active = inhibition above about 12%;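 also: 0% = vehicle wells of infected cells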
# E coli growth: E. coli V3065 growth inhibition, primary screen, counter-screen for AddAB inhibitor project, absorbance, OD600; 18 h; inhibition, % at 11.9 µM; actives 0.27% (n = 330,000); AID 449728, 2010;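 active = inhibition above the campaign's mean inhibition across all tested compounds plus 3 SD, cut at about 9.9% in these data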;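 also: uninfected addAB+ strain grown without phage in ampicillin broth; 0% = DMSO wells and 100% = ciprofloxacin 0.95 µg/ml wells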
# Numbers without * were called inactive; ? = inconclusive; . = no result given.
SMILES,SR-BI HDL uptake,MITF act,SR-BI DiI-HDL act,CAL PDZ FP-1,phage Ecoli inh,Wnt act,Tat export inh,CAL PDZ FP-2,AddAB inh,E coli growth
CCOC(=O)N1CCC(NC(=O)CN2C(=O)COc3ccc(C(C)(C)C)cc32)CC1,-4.6,-0.2,4.6,-4.7,2.8,-0.1,1.8,-2.4,0.7,-1.7
Cc1ccc2nc(C)cc(SCC(=O)N/N=C/c3ccco3)c2c1,6.9,1.1,-6.9,-0.9,-1.0,-3.3,-0.7,-4.7,-1.5,0.4
Cn1c(SCc2nc3ccccc3n2CCO)nc2ccccc21,-2.4,4.7,2.4,4.9,2.3,-4.0,1.4,-0.8,-0.5,0.5
COCCn1c(C)cc(C(=O)COc2ncnc3ccc(Br)cc23)c1C,12.5,0.1,-12.5,.,2.3,-1.1,11.3,-0.4,-1.9,-2.5
NC(=O)c1ccccc1NC(=O)COC(=O)CSCc1cccc(Cl)c1,-5.9,-4.3,5.9,3.4,0.8,-0.3,-3.1,-1.4,-0.3,-1.7
O=C1CN(C(=O)COC(=O)c2c(F)cccc2Cl)c2ccccc2N1,5.0,5.9,-5.0,-1.8,8.6,-0.4,-7.4,0.3,1.2,-1.7
COCCNC(=S)N/N=C(\C)c1ccc(-n2ccnc2)cc1,-1.8,22.5,1.8,.,0.8,.,10.8,-0.3,0.3,-1.8
Clc1ccccc1Nc1nc(-c2ccncc2)nc2ccccc12,67.0,18.4,-67.0,-2.2,0.4,-1.8,-0.3,-4.6,0.2,-0.5
CCC(CC)C(=O)N(c1ccc(F)cc1)C1C=CS(=O)(=O)C1 (centres undefined),-27.7,-0.6,27.7,-1.5,1.6,0.4,1.6,-1.3,0.8,-0.1
CC1(C)CC(=O)C(Br)=C(O)C1,-10.9,2.8,10.9,-0.8,1.9,-2.0,1.3,-1.6,.,.
CC(C)c1ccc(/C=C/C(=O)O)cc1,1.1,-0.2,15.9,-6.3,0.6,2.6,3.0,17.0,1.9,-1.0
CCn1c(SCC(=O)Nc2nc3ccc(C)cc3s2)nc2c(c1=O)SC(C)C2 (centres undefined),21.9,-14.7,-21.9,-1.8,.,.,17.7,-1.0,0.1,-2.2
COc1ccccc1CNC(=O)CN(c1ccc(C)cc1)S(=O)(=O)c1c(C)noc1C,-3.3,1.8,3.3,-0.8,0.3,0.9,0.4,-3.4,2.4,-2.1
CCCc1ccc(-c2cc(C(=O)N3CCN(c4ccccn4)CC3)c3ccccc3n2)cc1,38.8,17.7,-38.8,-2.5,-0.6,1.1,-2.3,-1.4,-0.9,-1.0
CSc1ccc(Cl)c(C(=O)NCCOc2cc(C)ccc2C(C)C)c1,27.7,10.5,-27.7,-2.1,2.4,-2.8,21.7,-0.1,5.1,0.4

# Arranged by value in SR-BI HDL uptake (descending): three of the compounds above.
smiles	SR-BI HDL uptake
CCn1c(SCC(=O)Nc2nc3ccc(C)cc3s2)nc2c(c1=O)SC(C)C2 (centres undefined)	21.9
Cn1c(SCc2nc3ccccc3n2CCO)nc2ccccc21	-2.4
COc1ccccc1CNC(=O)CN(c1ccc(C)cc1)S(=O)(=O)c1c(C)noc1C	-3.3

# Next section:
SMILES,SR-BI HDL uptake,MITF act,SR-BI DiI-HDL act,CAL PDZ FP-1,phage Ecoli inh,Wnt act,Tat export inh,CAL PDZ FP-2,AddAB inh,E coli growth
O=c1cc(O)nc[nH]1,-24.7,-14.4,24.7,2.2,1.3,-2.2,?,-1.4,1.1,2.8
CCc1ccc(NC(=O)CSc2ccccn2)cc1,-14.4,67.7,14.4,-4.5,1.5,15.0,0.0,-0.6,-1.6,0.2
Cc1ccccc1-c1nc(CN2CCCC(C(=O)NCCCN3CCOCC3)C2)c(C)o1 (centres undefined),-5.4,5.7,5.4,3.6,0.4,-8.8,-2.9,-0.3,0.5,-0.2
Cn1c(SCC(N)=O)nnc1C1CCN(S(=O)(=O)c2ccccc2C(F)(F)F)CC1,.,-10.9,.,-5.0,-1.0,-9.4,-4.6,-2.4,0.1,-1.1
COc1cc(/C=N/NC(=O)C(C)n2nnc3ccccc32)ccc1O (centres undefined),9.3,0.3,-9.3,.,0.5,.,-7.7,-0.2,1.9,-1.0
CCn1c(CNc2ccc(C)cc2)nnc1SCC(N)=O,-14.1,.,14.1,-11.2,3.1,7.0,5.2,-0.3,0.1,1.0
Cn1c(=O)c2c(nc(CN3CCN(C(=O)c4ccco4)CC3)n2CCCc2ccccc2)n(C)c1=O,-12.6,12.2,12.6,.,1.1,-6.0,3.2,-1.3,-2.6,2.9
CSc1nc(C(=O)N2CCCC(N3CCN(c4ccccc4C)CC3)C2)cs1 (centres undefined),47.3,-20.8,-47.3,-2.4,0.9,4.8,7.8,-2.7,1.3,0.6
CCOC(=O)c1c(C)n(OCc2ccccc2)c2ccc3nonc3c12,50.7,11.9,-50.7,-5.0,1.8,-2.2,4.2,-2.7,2.4,1.5
Cc1c(C(=O)N2CCOCC2)sc(NC(=O)CCl)c1C#N,.,-18.8,.,0.6,1.0,-1.9,1.6,-1.0,1.5,-0.3
COc1ccc(NC(=O)c2c[nH]c(=O)n(-c3ccc(C)c(C)c3)c2=O)c(OC)c1,-13.2,.,13.2,.,2.5,-2.0,-10.2,0.2,.,.
COc1cccc([C@@H]2CC=C(C(=O)O)[C@H](c3ccc(Cl)cc3)N2S(=O)(=O)c2ccc(C)cc2)c1,-6.8,10.6,6.8,-5.4,3.3,-3.4,-11.2,-1.9,-0.6,-2.3
O=C(NC(=S)Nc1ccccc1Cl)C1CC1,0.5,20.0,-0.5,.,-0.2,7.5,1.4,-0.1,3.2,1.7
O=C(Nc1ccccc1N1CCN(c2ccccc2)CC1)C1CCCCC1,-9.5,22.3,9.5,-0.3,-0.8,-1.5,17.3,-0.8,2.3,3.4
COc1ccccc1CN(CC(=O)NCc1ccco1)C(=O)CNS(=O)(=O)c1ccc(C)cc1,10.7,-4.3,-10.7,0.5,0.7,.,7.1,-1.5,5.5,2.2
CC(C)(CO)NC(=O)CC1C(=O)NCCN1Cc1ccc(-c2ccccc2)cc1 (centres undefined),24.8,11.7,-24.8,2.1,-2.9,7.4,-6.5,-0.3,0.2,-0.6
CCN(CC)CCCN(C(=O)c1cccs1)c1nc(-c2ccc(OC)cc2)cs1,-1.3,.,1.3,-2.5,.,.,17.5,-2.5,1.1,0.2
CC(OC(=O)CN1C(=O)c2ccccc2C1=O)C(=O)N(C)c1ccccc1 (centres undefined),-12.1,2.8,12.2,-0.4,0.2,-3.7,0.5,-3.1,1.9,1.6
O=C(N/N=C/c1ccc([N+](=O)[O-])o1)c1ccncc1,.,.,.,.,23.4*,-0.3,.,.,93.8*,18.2*
COc1ccc(NC(=O)C2CC(c3c(F)cccc3Cl)=NO2)cc1OC (centres undefined),22.1,17.3,-22.1,.,1.2,-0.6,-3.6,-0.1,4.3,1.9
O=C1CCc2ccccc2N1Cc1ccccc1,-23.2,12.5,23.2,-4.1,0.0,-1.5,1.4,.,1.9,1.8
O=C(N/N=C/c1ccc2c(c1)OCO2)C(=O)Nc1ccc2ccccc2c1,.,.,.,.,3.2,-0.3,.,.,4.5,2.6
O=C(Nc1ccccn1)c1ccc([N+](=O)[O-])cc1Cl,-9.1,-5.5,9.1,-1.5,5.6,.,-4.4,-2.3,4.3,-0.4
Cc1ccc(NC(=O)CCS(=O)(=O)c2cccc3nonc23)cc1,-14.5,0.2,14.5,-2.4,2.0,0.4,3.6,-1.0,1.0,1.3
O=C(COc1nncc2ccccc12)Nc1ccc(F)c(F)c1,-7.7,-1.5,7.7,-1.5,1.3,-1.1,3.3,-2.6,-0.1,0.5
O=C(O)Cc1ccc(NC(=O)C2CCCCC2C(=O)O)cc1 (centres undefined),-11.7,-3.0,11.7,-1.3,0.8,.,-8.1,-1.8,0.8,-1.6
Cn1cc(Br)cc2nc(C(F)(F)F)nc1-2,.,-0.7,.,8.6,0.7,-0.5,-7.4,-4.1,3.2,0.3
CC(C)C[C@H](NC(=O)OCC1c2ccccc2-c2ccccc21)C(=O)O,13.4,74.3,-13.4,-5.0,2.6,25.8,17.7,-1.5,.,.
COc1ccc(NC2CC(=O)N(CCc3ccccc3)C2=O)cc1 (centres undefined),5.0,55.7,-5.0,-4.6,3.2,0.6,-2.6,0.0,0.8,-1.7
COc1ccccc1/C=C1\SC(=S)N(CCC(=O)NCCCn2ccnc2)C1=O,-3.0,6.4,3.0,0.7,-3.3,-0.4,-3.3,-2.8,2.9,2.2
CCc1ccc(NC2=CC(=O)CC(C)(C)C2)cc1,-3.7,14.5,3.7,-2.4,3.3,3.6,10.2,0.7,2.1,0.1
Cc1ccc(CSc2nc3nc(C)cc(C)c3c(=O)[nH]2)cc1,6.7,-6.9,-6.7,-1.2,3.5,-1.2,-0.3,-3.6,4.6,6.2
CCC1CCc2c(sc(NC(C)=O)c2C#N)C1 (centres undefined),2.3,8.4,-2.3,4.9,3.3,.,-2.2,0.0,-1.6,-2.3
COc1ccccc1CNC(=O)C1CCCN(S(=O)(=O)c2cccs2)C1 (centres undefined),.,-4.9,.,-0.8,0.7,-2.3,2.5,-1.7,4.8,-3.2
S=C(NCCc1ccccn1)Nc1ccc(Cl)cc1,-33.1,36.0,33.1,-10.1,0.7,0.5,3.6,-3.5,1.4,2.1
CC(=O)N1N=C(c2ccc(C)o2)CC1c1cccc(F)c1 (centres undefined),-14.0,-4.5,14.0,-2.3,4.0,-8.1,-4.5,-0.5,2.8,-1.7
Cc1ccc(S(=O)(=O)NCC(=O)OCc2csc(CC(=O)Nc3ccccc3C)n2)cc1C,-1.0,.,1.0,-1.3,0.1,-7.3,4.8,-0.8,.,.
Cc1ccccc1OCC(O)Cn1c(N2CCCCC2)nc2c1c(=O)[nH]c(=O)n2C (centres undefined),-17.4,2.0,17.4,-0.3,2.2,0.2,-6.1,-2.4,3.0,-0.9
CCOC(=O)Cc1csc(NC(=O)c2c(O)c3ccccc3n(CC(C)C)c2=O)n1,-2.1,-16.4,2.1,-3.8,4.7,-4.9,-2.9,-1.3,-2.4,-1.9
